Screening data as filed in PubChem.
INS-1E GSIS act: GLuc luminescence reporter in INS-1E cells, primary screen for activators of glucose-dependent secretion of insulin. INS-1E GLuc reporter insulin secretion, 2-3 h. activation, % at 16.6 µM. hit rate 0.61% among 370,000;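 active = lowest replicate activation of at least 40%, so every replicate reaches that level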;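 also: 0% = median of neutral control wells and 100% = median of IBMX positive control wells; some compounds called inactive have numbers as strong as hits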
esBAF inh: Bmi1 luciferase reporter increase in mESCs, primary screen, esBAF inhibitor project, mouse ES cells, Bmi1 luciferase knock-in, single point; hit rate 2% among 350,000; AID 602393, 2012; reporter increase, % at 12.5 µM; 24 h; 100% = twice the neutral-well signal; in the data active = activation above about 40%;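 also: 0% = median of the plate's neutral control wells and 100% = double that signal; a rise in the Bmi1 reporter signal indicates esBAF inhibition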
RAD52 inh: RAD52 DNA annealing inhibitors, primary screen, biochemical, FRET, single point, set 2. AID 651710, 2012. recombinant RAD52 DNA annealing, FRET fluorescence. DNA repair protein RAD52 homolog (Homo sapiens), P43351. inhibition, % at 18.7 µM. hit rate 0.46% among 360,000;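 active = every replicate showing at least 50% inhibition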
Target sequence (P43351 whole entry, looked up): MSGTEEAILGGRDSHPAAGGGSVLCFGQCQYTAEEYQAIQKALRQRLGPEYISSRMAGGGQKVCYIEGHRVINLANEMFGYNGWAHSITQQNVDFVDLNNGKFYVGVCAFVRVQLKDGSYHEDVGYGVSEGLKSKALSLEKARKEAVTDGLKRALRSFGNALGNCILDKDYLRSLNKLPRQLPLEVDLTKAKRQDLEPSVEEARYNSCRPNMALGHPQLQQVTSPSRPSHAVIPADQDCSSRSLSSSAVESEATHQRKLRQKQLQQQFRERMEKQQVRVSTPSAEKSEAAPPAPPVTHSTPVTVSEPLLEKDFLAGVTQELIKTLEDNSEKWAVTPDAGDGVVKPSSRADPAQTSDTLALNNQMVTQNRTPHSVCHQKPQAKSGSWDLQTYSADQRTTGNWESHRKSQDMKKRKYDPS
ERAP1 HTS inh: human ERAP1 aminopeptidase inhibitors, primary screen, biochemical, single point, plate reader. recombinant ERAP1, Leu-AMC fluorescence, 60 min. hit rate 0.15% among 340,000. inhibition, % at 10.7 µM. Endoplasmic reticulum aminopeptidase 1 (Homo sapiens), Q9NZ08. AID 652197, 2013;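 active = mean replicate inhibition of at least 30%, or all replicates individually reaching that 30% level; inactive = mean below 30% and not every replicate reaching it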;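 also: 0% = neutral control wells and 100% = L-leucinethiol positive control wells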
ARNT-TACC3 inh: disruptors of ARNT/TACC3 protein interaction, primary screen, biochemical, AlphaScreen, single concentration; Transforming acidic coiled-coil-containing protein 3 (Homo sapiens), Q9Y6A5; AlphaScreen His-ARNT PAS-B/GST-TACC3 binding, luminescence; TACC3 fragment carries E629A point mutation; inhibition, % at 9.99 µM; hit rate 0.66% among 390,000; AID 623870, 2012;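 active = mean inhibition of replicates at least 50% and at least half of replicates each reaching 50%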;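 also: 0% = complete ARNT plus TACC3 wells and 100% = ARNT alone without TACC3; many hits fall short of the cut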
XiGFP reactiv: activators of inactive X chromosome reactivation, primary screen, imaging, XiGFP fibroblasts, GFP high-content imaging, set 2. XiGFP mouse fibroblasts, % GFP-positive cells imaging, 3 d; cells co-treated with 5-aza-dC sensitizer; scaled so ellipticine positive control = 100%. activation, % at 7.58 µM. hit rate 0.055% among 360,000. AID 743238, 2013;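 active = mean normalized replicate activation at least 10% and every replicate at or above 10%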;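 also: 0% = median of on-plate neutral control wells and 100% = ellipticine 6 µM median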
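Assay system: SV40-immortalized XiGFP fibroblast cells, line 68-5-11; buffer or medium: DMEM plus 5-aza-dC sensitizer; compound: one concentration, pinned; timing: compounds 3 days, fix/stain 15 min at room temperature; benchmarks: positive control ellipticine, 6 µM final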
RAD54 branch: inhibitors of human RAD54 branch migration, primary screen, biochemical, fluorescence, single point; DNA repair and recombination protein RAD54-like (Homo sapiens), Q92698; hit rate 0.14% among 360,000; AID 602329, 2012; inhibition, % at 10.4 µM; RAD54 Holliday junction branch migration, FAM/BHQ fluorescence;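 active = mean normalized replicate activity at least 40 and at least half of replicates scoring 40 or more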;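 also: 0% = median of neutral control wells and 100% = median of positive control wells; inhibitors cause a drop in the FAM fluorescence signal; in these data hits start at about 50%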
F508del corr: F508del CFTR correction, initial screen, CFBE line, single point. activity (quench increase), % at 7.58 µM. hit rate 0.36% among 350,000. CFBE cells, YFP halide quenching; stimulated with forskolin plus potentiator P3; % fluorescence drop versus neutral controls;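 active = mean added fluorescence quench of at least 8% versus neutral control, with both replicates also reaching 8%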;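 also: cells transiently co-express mutant CFTR-F508del with the halide-sensitive YFP; corrector assay measuring rescue of mutant channel to the surface after 24 h compound exposure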
Active calls of the source: *; . = no result given; & = joins results of further samples.

SMILES | INS-1E GSIS act | esBAF inh | RAD52 inh | ERAP1 HTS inh | ARNT-TACC3 inh | XiGFP reactiv | RAD54 branch | F508del corr
CSCC[C@H](N)C(=O)N1CCC(C(=O)N[C@H](C)C(=O)Nc2ccc(C(C)C)cc2)CC1 | -8 | -6 | -8 | -5 | -10 | 0.0 | -8 | -0.5
CS(=O)(=O)N1CCCCN2[C@H](CO)[C@H](c3ccc(C#Cc4ccccn4)cc3)[C@@H]2C1 | 4 | . | -28 | 0 | 1 | 0.0 | -1 | 0.4
CCCNC(=O)COC(=O)/C(C#N)=C/c1cc(C)n(CCC)c1C | -24 | 8 | -12 | -2 | -3 | -0.1 | -2 | -2.4
COc1ccc(-c2nnn(CC(=O)c3ccccc3)n2)cc1OC | 13 | 1 | -2 | 2 | -2 | . | 4 | -0.2
Cc1cc(C2=NNC(=NCCc3ccccc3)SC2)c(C)n1-c1c(C)n(C)n(-c2ccccc2)c1=O | 20 | . | -24 | . | -7 | . | -8 | 3.0
CCOC(=O)C(=O)N=Nc1c(O)n(C)c2ccccc12 | 23 | . | -2 | -2 | -8 | -0.1 | . | -3.1
CSc1ccccc1C(=O)Nc1cccc(C(C)O)c1 (stereo unspecified) | 1 | 1 | -15 | 0 | -5 | . | 6 | 0.5
COc1cc(CCCN2C(N)=NC[C@@H]2Cc2ccc(O)cc2)cc(OC)c1OC | -11 | -6 | -10 | 0 | 1 | -0.1 | 9 | 0.4
O=C(C1CCCCC1)N1CC(=O)N2[C@H](C1)[C@H](c1ccc(C#Cc3cccc(F)c3)cc1)[C@@H]2CO | -7 | . | -11 | 0 | . | 0.0 | . | -0.4
N#C[C@@H]1[C@@H](c2ccc(C#CC3(O)CCCC3)cc2)[C@@H](CO)N1C(=O)C1CCC1 | 11 | 2 | 4 | -1 | -17 | -0.1 | -12 | -4.7
CO[C@H]1CN(C)C(=O)c2ccc(NC(=O)NC(C)C)cc2OC[C@@H](C)N(CC2CC2)C[C@H]1C | -1 | 0 | 9 | 0 | -19 | 0.2 | 2 | 0.8
C[C@H](CO)N1C[C@H](C)[C@H](CN(C)C(=O)Nc2cccc3ccccc23)OCCCC[C@H](C)Oc2ccc(NC(=O)C3CCCCC3)cc2C1=O | 0 | 28 | -15 | -3 | -5 | 0.2 | -5 | -3.4
C[C@@H]1CN([C@@H](C)CO)S(=O)(=O)c2ccc(C#CC3CCCC3)cc2O[C@H]1CN(C)C(=O)C1CC1 | -10 | 1 | 12 | 1 | -2 | -1.0 | 4 | -0.1
O=S(=O)(N[C@H]1CC[C@H](CCn2cc(-c3cccnc3)nn2)O[C@H]1CO)c1ccccc1 | 8 | -2 | -9 | -4 | -5 | 0.3 | -11 | 2.0
CCCC(=O)Nc1ccc2c(c1)OC[C@@H](C)N(S(=O)(=O)c1cn(C)cn1)C[C@H](C)[C@@H](OC)CN(C)C2=O | 6 | 1 | 0 | -1 | -7 | 0.2 | -9 | -0.1
CC(=O)/C=C(/C)NC(Cc1c[nH]c2ccccc12)C(=O)O (stereo unspecified) | 9 | -4&-2 | -17 | 0 | -27&11 | . | -23&-16 | 0.9
C[C@H]1CN([C@@H](C)CO)C(=O)CCCn2nncc2CO[C@H]1CN(C)S(=O)(=O)c1ccccc1C#N | 4 | . | 10 | 1 | . | 0.1 | . | 0.6
C[C@H]1CN([C@@H](C)CO)C(=O)c2cc(-c3ccc(F)cc3)cnc2O[C@H]1CN(C)CC1CCCC1 | -6 | -15 | 7 | 0 | -28 | -0.1 | -1 | 1.0
Cc1cccc(NC(=O)CN2CCN(C(=O)c3ccc(OCc4cn5ccccc5n4)cc3)CC2)c1C | -10 | 5 | -8 | -4 | -6 | 0.2 | 11 | 0.9
COc1ccc(C(=O)Nc2ccc3c(c2)C(=O)N(C)C[C@@H](OC)[C@H](C)CN(C(=O)C2CC2)[C@H](C)CO3)cc1 | -15 | 2 | -14 | 3 | -3 | 0.0 | 4 | -1.9
CCn1cnc2sc(C(=O)N3CCN(c4ccc(OC)cc4)CC3)c(C)c2c1=O | 52 | 0 | . | . | -40 | . | -11 | .
CC(Sc1nncs1)C(=O)Nc1ccc(Cl)cn1 (stereo unspecified) | 1 | -6 | . | . | -2 | 0.0 | 7 | .
Cn1c(-c2ccc(C#N)cc2)c(C#Cc2ccccc2)c2ccccc21 | -7 | 21 | -24 | . | -56 | -0.1 | 4 | 2.2
O=C(CC1CC1)N1CC(=O)N2[C@H](CO)[C@@H](c3ccc(-c4ccccc4)cc3)[C@@H]2C1 | 9 | . | 5 | -2 | . | 0.2 | . | -1.3
O=[N+]([O-])c1cccc(Cl)c1N1CCOCC1 | 43 | 2 | . | . | 0 | 0.0 | -4 | .
COc1cccc(NC(=O)C(=O)c2cn(CC(=O)N3CCOCC3)c3ccccc23)c1 | -16 | 21 | -184 | 2 | 1 | 0.0 | -6 | 0.2
O=C(N/N=C/c1ccc(N2CCOCC2)cc1)c1cccs1 | 15 | 8 | -28 | 9 | -4 | 4.5 | . | -0.6
COC(=O)[C@@]1(Cc2ccc(F)cc2)[C@H]2c3cc(C(=O)N(C)C)n(Cc4ccc(C)c(F)c4F)c3C[C@H]2CN1C(=O)c1ccccc1 | -30 | . | -36 | . | . | 0.0 | . | -1.6
CC(=O)N(C)c1ccc(NC(=O)c2ccc([N+](=O)[O-])cc2Cl)cc1 | 10 | -10 | . | . | -7 | 0.5 | -5 | .
C[C@@H]1CCCCO[C@H](CN(C)C(=O)C2CCCCC2)[C@H](C)CN([C@@H](C)CO)C(=O)c2cc(NC(=O)c3ccccc3)ccc2O1 | -20 | 2 | 6 | 0 | 8 | 0.0 | -1 | 1.0
O=C(COC(=O)c1nc(Cl)ccc1Cl)Nc1cccc(S(=O)(=O)N2CCOCC2)c1 | 1 | -5 | -22 | 0 | -7 | 0.0 | 3 | -3.7
CCOC(=O)c1c(-c2ccc(F)cc2)csc1NC(=O)CCN1C(=O)c2ccccc2C1=O | 25 | -9 | . | . | -3 | 0.0 | -5 | .
CC(C)(C)OC(=O)N(Cc1ccccc1)Cc1ccc(OCc2cccc(NC(=O)C3CC3)c2)cc1 | -5 | 2 | -13 | 6 | 2 | 0.0 | 7 | -1.5
C[C@@H]1CN([C@@H](C)CO)C(=O)c2cccc(NS(=O)(=O)c3cccs3)c2O[C@H]1CN(C)C(=O)NC1CCCCC1 | 11 | 4 | 16 | -2 | -5 | -1.2 | 14 | 1.3
CCCCCCC#Cc1cncc(C(=O)NNC(=O)Nc2cc(Cl)cc(Cl)c2)c1 | 6 | . | -38 | . | . | 0.1 | 1 | 1.1
CN1CCN(S(=O)(=O)c2cccc(C(=O)Oc3ccc(C(C)(C)C)cc3)c2)CC1 | -20 | -5 | -9 | 1 | 7 | -0.1 | 5 | 2.3
COc1ccc(OC)c(S(=O)(=O)N2CCN(C(=O)CCc3ccccc3)CC2)c1 | 8 | -7 | -6 | 4 | -5 | -0.1 | 6 | 1.0
c1ccc(COc2ccc(-c3cc4nc(NCc5ccc6c(c5)OCO6)ccn4n3)cc2)cc1 | . | 29 | -91 | -2 | . | 0.2 | 13 | -2.2
Cc1ccccc1NC(=O)c1cccc(N2C(=O)C3C4CC(C(Br)C4Br)C3C2=O)c1 (stereo unspecified) | 1 | . | -7 | 0 | 0 | 0.1 | 0 | -2.8
CC(O)CNc1nc2c(c(=O)n(C)c(=O)n2C)n1Cc1cccc(Br)c1 (stereo unspecified) | 27 | . | -1 | 17 | 10 | . | . | 1.1
CCN(CC(=O)Nc1c(F)cccc1F)C(=O)C1CCN(C(=O)Nc2ccccc2)CC1 | -4 | -1 | -7 | 0 | 2 | 0.4 | 1 | -4.4
CCS(=O)(=O)N1CCC2(CC1)CN[C@@H](CO)c1[nH]c3cc(OC)ccc3c12 | 8 | . | 7 | 1 | . | 0.0 | . | -1.0
O=C(O)c1c2c(nc3ccc(Cl)cc13)CCC2 | 5 | -3 | -18 | -2 | -2 | 0.1 | 0 | -3.3
C[C@H]1CN([C@@H](C)CO)C(=O)c2cccc(NS(=O)(=O)c3cn(C)cn3)c2O[C@H]1CN(C)C(=O)NC1CCCCC1 | 14 | -7 | -5 | -2 | -14 | 0.5 | 11 | -1.7
CC(Sc1n[nH]c(N)n1)C(=O)Nc1cccc2ccccc12 (stereo unspecified) | -4 | 5 | -7 | 2 | . | 0.0 | -6 | 0.6
COCCCNC(=O)CNC(=O)c1nn(-c2ccc(OC)cc2)c(=O)c2ccccc12 | 5 | 3 | -5 | -6 | 3 | 0.0 | 14 | 2.2
Clc1ccc(-c2cc(CN3CCCCC3)no2)cc1Cl | -6 | 24 | 3 | 0 | -4 | 0.1 | 2 | 1.6
COc1cccc(S(=O)(=O)N[C@@H]2C=C[C@H](CC(=O)NCc3ccccc3)O[C@H]2CO)c1 | 5 | 2 | 0 | 0 | -10 | -0.4 | -7 | -3.1
CCS(=O)(=O)N1CCC2(CC1)OCCN2S(=O)(=O)c1ccc(OC)cc1 | 9 | -6 | -14 | 2 | -26 | 0.1 | -10 | 1.2
COc1cc(C2C(C#N)=C(C)NC3=C2C(=O)c2ccccc23)cc(OC)c1OC (stereo unspecified) | 26 | -20 | -16 | -3 | 5 | . | 9 | 1.5
CNC[C@@H]1Oc2c(NS(=O)(=O)c3ccccc3)cccc2C(=O)N([C@H](C)CO)C[C@@H]1C | 4 | 2 | -11 | 3 | -3 | 0.0 | 5 | -0.4
COCC#Cc1ccc2c(c1)O[C@H](CN(C)C(C)=O)[C@@H](C)CN([C@H](C)CO)S2(=O)=O | 5 | -1 | 2 | -1 | -11 | 0.0 | -1 | -1.6
CCn1c(=O)cc(OCC(=O)Nc2ccccc2C#N)c2ccccc21 | 16 | 1 | -19 | . | 3 | 0.3 | -7 | -2.1
Cc1ccc(S(=O)(=O)N2CCCN(S(=O)(=O)c3ccc(C)cc3)CC2)cc1 | -20 | 1 | . | . | -1 | . | -8 | .
CCOc1ccc(CN2CCNC(=O)C2CC(=O)NCCc2ccccn2)cc1 (stereo unspecified) | -4 | 2 | -27 | 0 | 11 | 0.0 | . | 1.1
O=C(C[C@H]1CC[C@H]2[C@@H](COC[C@H](O)CN2S(=O)(=O)c2cccc(F)c2)O1)NCCCN1CCOCC1 | 10 | 0 | 11 | 1 | -7 | -0.1 | -4 | 1.6
CN(C)c1ccc(P(=O)(Nc2ccccc2)N2CCOCC2)c(NC(=O)c2cccs2)c1 (stereo unspecified) | -29 | . | . | . | 0 | 0.0 | 2 | .

An excerpt of these results, as comma-separated lines:
molecule,INS-1E GSIS act,esBAF inh,RAD52 inh,ERAP1 HTS inh,ARNT-TACC3 inh,XiGFP reactiv,RAD54 branch,F508del corr
CNC[C@@H]1Oc2c(NS(=O)(=O)c3ccccc3)cccc2C(=O)N([C@H](C)CO)C[C@@H]1C,4,2,-11,3,-3,0.0,5,-0.4
COCC#Cc1ccc2c(c1)O[C@H](CN(C)C(C)=O)[C@@H](C)CN([C@H](C)CO)S2(=O)=O,5,-1,2,-1,-11,0.0,-1,-1.6
